High-throughput results as filed in PubChem BioAssay.
TRPC6 inh: blocks the mouse TRPC6 cation channel; Q61143; HEK293-TRPC6, membrane potential dye, ACh-evoked depolarization; hits give low values; B-score at 10 µM; 1.1% of 310,000 active; AID 2553;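 active means B-score under library mean minus 3 SD, initial fluorescence not abnormally high, positive integrated signal ratio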;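 further: B-score derived from integrated fluorescence ratio over the kinetic read; more negative B-score means stronger inhibition of depolarization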
TMEM16A inh: inhibitors of mouse TMEM16A calcium-activated chloride channel; Q8BHY3; HEK293 TMEM16A/YFP iodide influx fluorescence, ionomycin; normalized B-score (activity score, 25-100; higher = stronger inhibition) at 10 µM; 1.2% of 310,000 active;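 active means ratio plate-corrected score three or more library SD toward inhibition, starting fluorescence score within five deviations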;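 further: score derived from kinetic fluorescence span divided by baseline fluorescence per well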
MrgX1 agonist: activates human MrgX1 receptor signaling. Q96LB2. 0.44% of 310,000 active. MrgX1-HEK293 cells, Fluo-4 calcium fluorescence, agonist mode; hits give high values. B-score at 10 µM;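 active means calcium response B-score plate-corrected fluorescence ratio at least 3 library SD, with starting fluorescence B-score inside 5 SD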
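Material: MrgX1-expressing HEK293 cells / Dosing: compound as first of three additions / Incubation: overnight seeding, then 1 h dark dye loading / Signal: Fluo-4 NW calcium fluorescence / Evaluation: B-scored fluorescence response ratio / Benchmarks: positive and negative control wells on each plate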
TRPC6 act: mouse TRPC6 channel activation; 0.13% of 310,000 active; Q61143; B-score at 10 µM; HEK293-TRPC6 membrane potential dye fluorescence; hits give high values; AID 2550;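 active means B-score of the integrated fluorescence ratio above library mean plus 3 SD, and starting fluorescence ratio within library mean plus 5 SD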;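 further: higher score means more depolarization so channel activation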
TRPC4 block: TRPC4 (mouse) channel inhibition. Q9QUQ5. HEK293 TRPC4beta/mu-opioid, DAMGO-evoked Fluo4 calcium flux; hits give low values. 0.39% of 300,000 active. AID 2247. B-score at 10 µM;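 active means B-score over 3 SD under the library average, no early fluorescence shift, positive overall ratio signal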
Target sequence (Q9QUQ5 whole entry, looked up): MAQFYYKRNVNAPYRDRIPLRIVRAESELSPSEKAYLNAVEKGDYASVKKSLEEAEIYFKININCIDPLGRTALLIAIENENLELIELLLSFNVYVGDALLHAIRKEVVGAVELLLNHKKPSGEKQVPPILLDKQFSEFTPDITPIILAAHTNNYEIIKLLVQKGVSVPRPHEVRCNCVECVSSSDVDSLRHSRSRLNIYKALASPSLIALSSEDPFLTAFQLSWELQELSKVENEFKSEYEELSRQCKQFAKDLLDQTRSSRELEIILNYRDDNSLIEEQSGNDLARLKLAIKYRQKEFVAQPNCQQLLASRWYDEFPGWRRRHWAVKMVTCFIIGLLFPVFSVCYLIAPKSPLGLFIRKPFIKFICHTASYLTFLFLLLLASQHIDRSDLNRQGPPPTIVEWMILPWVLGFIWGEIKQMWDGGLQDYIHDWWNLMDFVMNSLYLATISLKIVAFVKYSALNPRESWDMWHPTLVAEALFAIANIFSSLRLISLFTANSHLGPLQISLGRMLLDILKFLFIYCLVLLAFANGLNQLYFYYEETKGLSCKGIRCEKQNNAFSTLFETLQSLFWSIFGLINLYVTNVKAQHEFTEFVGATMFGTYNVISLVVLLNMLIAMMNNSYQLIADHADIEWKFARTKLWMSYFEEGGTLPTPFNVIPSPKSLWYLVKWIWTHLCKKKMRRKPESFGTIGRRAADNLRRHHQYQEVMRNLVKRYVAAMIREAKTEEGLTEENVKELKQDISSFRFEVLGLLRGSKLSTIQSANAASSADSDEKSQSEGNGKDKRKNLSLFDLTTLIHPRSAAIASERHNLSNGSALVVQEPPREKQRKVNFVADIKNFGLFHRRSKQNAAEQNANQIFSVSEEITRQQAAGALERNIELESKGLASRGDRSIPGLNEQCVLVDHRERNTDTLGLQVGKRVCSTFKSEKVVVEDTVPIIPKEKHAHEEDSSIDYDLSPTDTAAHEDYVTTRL
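Assay system: TRPC4beta/mu-opioid receptor HEK293 cell line; compound dosing: single concentration per test compound; detection: Fluo4 Ca2+ flux fluorescence; evaluation: per-well B score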
ANO1 activ: activators or potentiators of mouse TMEM16A chloride channel; AID 623877; Q8BHY3; HEK293 TMEM16A/YFP-H148Q/I152L, iodide quench fluorescence; hits give low values; B-score at 10 µM; 0.3% of 340,000 active;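 active means fluorescence-ratio B-score plate-corrected deviation score at least 3 library SD below zero, with starting fluorescence score within 5 deviations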;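 further: channel opened by trigger with iodide after compound preincubation; score built on the fluorescence ratio of max minus min over baseline; more negative score means more quench and so TMEM16A activation or potentiation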
MrgX1 antagonist: antagonists of human MrgX1 receptor; Q96LB2; MRGX1-HEK293 calcium flux, Fluo-4, BAM8-22 antagonism; hits give low values; B-score at 10 µM; 1.3% of 310,000 active;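 active means calcium-response B-score plate-corrected more than 3 library SD below zero, starting fluorescence within 5 deviations, no agonist response on first addition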;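 further: peak minus trough fluorescence over baseline after final BAM8-22 challenge near maximal dose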
TRPC4 potent: allosterically enhances the mouse TRPC4 cation channel; Q9QUQ5; HEK293 TRPC4beta/mu-opioid, DAMGO EC20, Fluo-4 Ca2+ flux; hits give high values; 0.42% of 310,000 active; AID 2227; B-score at 10 µM;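 active means B-score of calcium response area above 5 SD of library B-scores, with initial fluorescence ratio within 5 SD of library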;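 further: B-score of integrated fluorescence ratio over time as area under calcium response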
SKKanGAS inh: inhibitors of SKKanGAS S. pyogenes growth in kanamycin (SK-promoter or general growth effect) | AID 1662 | inhibition, % at 7.5 µM | 1.3% of 300,000 active | BacTiter-Glo, 6 h;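 active means mean replicate score, as percent of positive control median, at least 50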;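 further: strain carries kanamycin resistance gene driven by streptokinase promoter and grows in 40 µg/ml kanamycin; loss of luminescence reflects streptokinase promoter inhibition or plain growth inhibition; 0% = median of DMSO wells and 100% = positive control at its reference dose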
MrgX1 allo act: human MrgX1 positive allosteric modulation, primary screen; Q96LB2; MrgX1-HEK293, Fluo-4 calcium flux, FDSS; hits give high values; B-score at 10 µM; 0.63% of 310,000 active;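 active means plate-corrected calcium response at least 3 library SD above typical, normal starting fluorescence, not activating the receptor alone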;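 further: compound read alongside a low EC10 to EC30 dose of BAM8-22 agonist; peak minus trough fluorescence over baseline measured at the second addition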
TRPC4 act: activators of mouse TRPC4 channel; Q9QUQ5; HEK293 TRPC4beta/mu-opioid, Fluo4 calcium fluorescence; hits give high values; B-score at 10 µM; 0.49% of 310,000 active;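 active means B-score above 5 SD of library B-scores, and initial fluorescence ratio not above library mean plus 5 SD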;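 further: positive B-score marks a calcium rise read as TRPC4 activation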
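Material: HEK293 stable line with TRPC4beta plus mu-opioid receptor; technique: Fluo4 calcium-sensitive dye fluorescence, kinetic, 1 Hz baseline; timing: Fluo4 dye loading 45 min at room temperature, 110 s recording; controls: assay buffer as low control, maximal DAMGO as high control; read-out: integrated baseline-normalised fluorescence ratio, converted to per-well B score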
Starred values were filed as active, the others as inactive; i = inactive; x = no result given.

SMILES	TRPC6 inh	TMEM16A inh	MrgX1 agonist	TRPC6 act	TRPC4 block	ANO1 activ	MrgX1 antagonist	TRPC4 potent	SKKanGAS inh	MrgX1 allo act	TRPC4 act
O=C(Nc1cccnc1Cl)c1cccnc1Cl	i	i	i	i	i	i	i	i	-5	i	i
CC(=O)C1=C(O)C(=O)N(c2ccc(S(=O)(=O)Nc3nccs3)cc2)C1c1ccc([N+](=O)[O-])cc1 (stereo unspecified)	i	i	i	i	i	i	i	i	18	i	i
Cc1ccc(-c2csc3nc[nH]c(=O)c23)c(C)c1	i	i	i	i	i	i	i	i	8	i	i
O=C(/C=C/c1c(Cl)cccc1Cl)n1cccn1	i	i	i	i	i	i	i	i	10	i	i
COc1ccc(/C=N/N2CCOCC2)cc1Cn1cc([N+](=O)[O-])cn1	i	i	i	i	i	i	i	i	-5	i	i
Cc1onc(-c2ccccc2)c1C(=O)NNC(=S)NC(=O)c1ccc(F)cc1	i	i	126*	i	i	i	i	i	8	i	185*
O=C(CC12CC3CC(CC(C3)C1)C2)NC(=S)NCc1ccco1	i	i	i	i	i	i	i	i	35	i	i
COc1nc(C)ccc1-c1noc(-c2ccncc2)n1	i	i	i	i	i	i	i	i	1	i	i
CC(NC(=O)Cc1ccc(F)cc1)c1ccccc1 (stereo unspecified)	i	i	i	i	i	i	i	i	7	i	i
CC1Cc2nc(SCC(=O)Nc3ccc4c(c3)OCO4)n(CCc3ccccc3)c(=O)c2S1 (stereo unspecified)	i	i	i	i	i	-5.2*	i	i	15	i	i
COc1cc2c(cc1OC)-c1cc(Nc3cccc(F)c3)nc(=O)n1CC2	i	x	x	i	i	x	x	i	-4	x	i
CC(NC(=O)c1ccc(N2CCCC2)c([N+](=O)[O-])c1)c1ccc(S(N)(=O)=O)cc1 (stereo unspecified)	i	i	i	i	i	i	i	i	5	i	i
CCN1CCN(C(=O)CS(=O)(=O)Cc2nc(-c3ccccc3C)oc2C)CC1	i	i	i	i	i	i	i	i	0	i	i
COC(=O)c1c(C)nc(C)c(C(=O)OC)c1-c1ccsc1	i	i	i	i	i	i	i	i	0	i	i
C[C@@H]1CC=C[C@H]2[C@H]1C(=O)N(Cc1ccccc1)[C@H]2c1ccc(-c2cc3ccccc3s2)cc1F	i	i	i	i	i	i	i	i	25	i	i
COCCNC(=O)c1sc2ncn(CC(=O)N3CCCCC3)c(=O)c2c1C	x	i	i	x	x	i	i	x	1	i	x
CCN(CC)CCNC(=O)c1ccc(NC(=O)c2c(F)cccc2Cl)cc1	i	i	i	i	i	i	i	i	-2	i	i
COc1ccccc1OCCSc1nc2ccccc2n1CCO	i	i	i	i	i	i	i	i	-19	i	i
CCOC(=O)C(c1ccccc1)N1CCN(c2ccc(OC)cc2)CC1 (stereo unspecified)	i	i	i	i	i	i	i	i	-2	i	i
CC(C)N(Cc1nc(-c2ccc(Cl)cc2)no1)C(=O)C(c1ccccc1)c1ccccc1	i	i	i	i	i	i	i	i	22	i	i

SMILES	TRPC6 inh	TMEM16A inh	MrgX1 agonist	TRPC6 act	TRPC4 block	ANO1 activ	MrgX1 antagonist	TRPC4 potent	SKKanGAS inh	MrgX1 allo act	TRPC4 act
C=CCNc1nc(Cl)nc(NC2CCCCC2)n1	i	i	i	i	i	i	i	i	-1	i	i
CC[N+]1(CC(O)COC2CC(C)CC(C)(C)C2)CCOCC1 (stereo unspecified)	i	i	i	i	i	i	i	i	-8	i	i
COc1ccccc1C(=O)NC1CCN(C(=O)Nc2ccc(C)cc2)CC1	i	i	i	i	i	i	i	i	-2	i	i
COc1cccc(/C=N/n2cnc3ccccc32)c1OC	i	i	i	i	i	i	i	i	-2	i	i
CC1CCc2nn(CC(=O)N3CCCCCC3)cc2C1 (stereo unspecified)	i	i	i	i	i	i	i	i	-2	i	i
O=C(COC(=O)c1cc2ccccc2oc1=O)Nc1cccc(S(=O)(=O)N2CCCCCC2)c1	i	i	i	i	i	i	i	i	-1	i	i
O=C1CSC(c2cccnc2)N1c1cccc(Cl)c1 (stereo unspecified)	i	i	i	i	i	i	i	i	-1	i	i
O=C(NCc1cc2ccccc2[nH]1)c1ccccc1F	i	i	i	i	i	i	i	i	1	i	i
CC(=O)C(C)Oc1ccc2c3c(c(=O)oc2c1)CCCC3 (stereo unspecified)	i	i	i	i	i	i	i	i	-9	i	i
CCOc1ccc(C2/C(=C(\O)c3ccc4c(c3)OCCO4)C(=O)C(=O)N2CCN2CCOCC2)cc1OCC (stereo unspecified)	i	i	i	i	i	i	i	i	-1	i	i
CCOC(=O)C1=C(O)/C(=C\c2cccs2)N=C1C	i	i	i	i	i	i	i	i	0	i	i
Cc1noc(C)c1C(=O)OC(C(=O)NC1CCCC1)c1ccc(F)cc1 (stereo unspecified)	i	i	i	i	i	i	i	i	-4	i	i
COc1cccc(N2CCN(c3ccc(N4C(=O)CCC4=O)cc3[N+](=O)[O-])CC2)c1	i	i	i	i	i	i	i	i	-2	i	i
CCCN1C(=O)C(O)(CC(=O)c2ccc3c(c2)OCCO3)c2ccccc21 (stereo unspecified)	i	i	i	i	i	i	i	i	2	i	i
CS(=O)(=O)c1ccc(Cl)c(C(=O)NCC2CCCCC2)c1	i	i	i	i	i	i	i	i	x	i	i
CCN1CCN(c2nc(-c3ccc(F)cc3)cc(=O)[nH]2)CC1	i	i	i	i	i	i	i	i	6	i	i
COc1ccc(N2C(=O)c3ccc(C(=O)Nc4ccccc4O)cc3C2=O)cc1	i	i	i	i	i	i	i	i	3	i	i
CCOC(=O)c1ccc(S(=O)(=O)N2CCN(C)CC2)cc1	i	i	i	i	i	i	i	i	2	i	i
Cc1nnc(NC(=O)CSc2ncn(-c3ccccc3)n2)s1	i	i	i	i	i	i	i	i	0	i	i
CC12CCC(C(=O)N(c3cccc(Cl)c3)C1=O)C2(C)C (stereo unspecified)	i	i	i	i	i	i	i	i	2	i	i

SMILES	TRPC6 inh	TMEM16A inh	MrgX1 agonist	TRPC6 act	TRPC4 block	ANO1 activ	MrgX1 antagonist	TRPC4 potent	SKKanGAS inh	MrgX1 allo act	TRPC4 act
O=C(Nc1ccccc1)c1ccc2snnc2c1	i	i	i	i	i	i	i	i	-5	i	i
Cc1ccc(NC(=O)C2=C(O)c3sccc3N(C)S2(=O)=O)cc1	i	i	i	i	i	i	i	i	22	i	i
O=C(NCC(=O)N(CC1CCCO1)C(C(=O)NC1CCCCC1)c1ccccc1)c1ccco1 (stereo unspecified)	i	i	i	i	i	i	i	i	-7	i	i
COc1ccc(Cl)cc1NS(=O)(=O)c1cccc(C(=O)NCC(c2ccco2)N2CCCC2)c1 (stereo unspecified)	i	i	i	i	i	i	i	i	-8	i	i
COc1ccc(-n2c(C)cc(C(=O)Cn3nnc4ccccc4c3=O)c2C)cc1	i	i	i	i	i	i	i	i	12	i	i
Cc1cccc(NC(=O)c2c(C)cc(=O)oc2C)n1	i	i	i	i	i	i	i	i	-6	i	i
Cc1cc(=O)oc2cc(OCc3ccc(C(=O)OCC(=O)Nc4ccc(N(C)C)cc4)cc3)ccc12	i	x	x	i	i	i	x	i	5	x	i
CCOCCCNC(=S)Nc1ccc(Br)cc1Cl	i	i	i	i	i	i	i	i	-13	i	i
O=C(Nc1ccccc1C(=O)NCc1ccccc1)c1ccccc1Br	i	i	i	i	i	i	i	i	0	i	i
CCC1=NN(C(=O)CCc2ccc3c(c2)OCO3)C(O)(C(F)(F)F)C1 (stereo unspecified)	i	i	i	i	i	i	i	i	29	i	i
CSc1nc(Sc2cccc(Cl)c2)c2ccccc2n1	i	i	i	i	i	i	i	i	5	i	i
OCC1CCCCN1CC(O)COC(c1ccc(F)cc1)c1ccc(F)cc1 (stereo unspecified)	i	i	i	i	i	i	i	i	-2	i	i
CC(=O)Nc1ccc(/C(C)=N/Nc2nc(N3CCOCC3)nc(N3CCOCC3)n2)cc1	i	i	i	i	i	i	i	i	8	i	i
Nc1nc(-c2cccs2)c(-c2cccs2)s1	i	i	i	i	i	i	i	i	6	i	i
COc1ccccc1NC(=O)C/C(C)=N/NC(=O)C12CC3CC(CC(C3)C1)C2	i	i	i	i	i	i	i	i	-3	i	i
Cc1cc(OC(C)C(=O)NCCc2c[nH]c3ccccc23)c2c(C)cc(=O)oc2c1 (stereo unspecified)	i	i	i	i	i	-10*	i	i	4	i	i
Cc1ccc(C(=O)OCC(=O)NCc2cccs2)cc1	i	i	i	i	i	i	i	i	-6	i	i
COC(=O)c1ccc(-c2noc(CN(C)CCC3CCCCO3)n2)cc1 (stereo unspecified)	i	i	i	i	i	i	i	i	-4	i	i
CCOC(=O)N1CCN(C(=O)c2ccc(S(=O)(=O)NCc3ccco3)cc2)CC1	i	i	i	i	i	i	i	i	-1	i	i
CCCCOCCCNC1=NCCCCC1	i	i	i	i	i	i	i	i	1	i	i

SMILES	TRPC6 inh	TMEM16A inh	MrgX1 agonist	TRPC6 act	TRPC4 block	ANO1 activ	MrgX1 antagonist	TRPC4 potent	SKKanGAS inh	MrgX1 allo act	TRPC4 act
CCOc1ccccc1-n1nnnc1SC(C)C(=O)OC (stereo unspecified)	i	i	i	i	i	i	i	i	0	i	i
Cn1c(SCC(=O)NCc2ccc3c(c2)OCO3)ncc(C(=O)Nc2ccc(F)cc2)c1=O	i	i	i	i	i	i	i	i	30	i	i
O=S(=O)(Nc1cccnc1)c1ccc2c(c1)OCCO2	i	i	i	i	i	i	i	i	-4	i	i
O=C(CSc1ccc(-c2ccco2)nn1)NCc1ccc(Cl)cc1	i	i	i	i	i	i	i	i	-18	i	i
COc1ccc(S(=O)(=O)NC2CCSc3ccccc32)cc1NC(C)=O (stereo unspecified)	i	i	i	i	i	i	i	i	-4	i	i
Cc1ccc(NS(=O)(=O)c2cc(C(=O)N3CCOCC3)ccc2C)cc1	i	i	i	i	i	i	i	i	-5	i	i
O=C(NC(=S)Nc1nc2c(ccc3ccccc32)s1)c1cccs1	i	i	i	i	i	i	i	i	13	i	i
COC(=O)c1cc(OC)c(OC)cc1-n1cnc2cc(OC)c(OC)cc2c1=O	i	i	i	i	i	i	i	i	-4	i	i
